Bioassay records from PubChem.
PglD DTNB – C. jejuni PglD acetyltransferase inhibitors, primary screen, biochemical, DTNB colorimetric, single point; AID 602405, 2012; purified PglD enzyme, DTNB colorimetric CoA detection; UDP-N-acetylbacillosamine N-acetyltransferase PglD (Campylobacter jejuni); inhibition, % at 12.5 µM; 0.098% of 360,000 active; in the data active means inhibition above about 16%, passing the limit was not always enough; inconclusive means no clear call, values can overlap the other calls; further: strong numbers were not always called active
PAX8 reporter – inhibitors of PAX8-driven TPO luciferase reporter, primary screen, RMG-I cells, single concentration; SteadyGlo, 24 h; inhibition, % at 12.6 µM; 1.2% of 360,000 active;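 active means mean replicate inhibition at least 60% with every replicate also reaching 60%; inconclusive means only one of the two criteria is met; inactive means mean below 60% and not all replicates reaching 60%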;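 further: luciferase light reporting Pax8 driven TPO promoter activity; plate controls were median of neutral control wells for no effect and mitoxantrone controls for full effect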
PGC1a acetyl inh – inhibitors of PGC1a acetylation signal, primary screen, cell-based, U2OS, AlphaScreen, inhibitor mode. inhibition, % at 15.6 µM. AlphaScreen anti-acetyl-lysine; with virally co-expressed GCN5 acetyltransferase. 0.17% of 350,000 active;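 active means every replicate shows inhibition of at least 40%; inconclusive means mean inhibition at least 40% but some replicate below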;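 further: 0% = neutral control wells and 100% = positive control wells; some results beyond the cut were filed as inactive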
ARNT-TACC3 inh – disruptors of ARNT/TACC3 protein interaction, primary screen, biochemical, AlphaScreen, single concentration | AID 623870, 2012 | inhibition, % at 9.99 µM | AlphaScreen His-ARNT PAS-B/GST-TACC3 binding, luminescence; TACC3 fragment carries E629A point mutation | 0.66% of 390,000 active | Transforming acidic coiled-coil-containing protein 3 (Homo sapiens), Q9Y6A5;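 active means mean inhibition of replicates at least 50% and at least half of replicates each reaching 50%; inconclusive means half or more replicates reach 50% but mean below 50%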;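 further: 0% = complete ARNT plus TACC3 wells and 100% = ARNT alone without TACC3; many hits fall short of the cut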
Statin myotox sup – suppressors of statin myotoxicity in C2C12 myotubes, primary screen, cell-based, single point, plate reader; C2C12 myotubes + simvastatin, ATP luminescence, 48 h; scaled: DMSO 0, geranylgeraniol control 100; rescue of ATP level, % at 7.49 µM; 0.78% of 330,000 active; AID 602340, 2012;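 active means mean ATP rescue above about 67%, or every replicate alone reaching that limit, limit read from the data, passing the limit was not always enough; inconclusive means no clear call, values can overlap the other calls; inactive means mean under the limit and some replicate under it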;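 further: myotubes were challenged with 10 µM simvastatin during compound exposure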
Cneo AK release – Cryptococcus neoformans cell lysis inducers, primary screen, AK release luminescence, single concentration; C. neoformans lysis, adenylate kinase release luminescence, 4 h; normalised: neutral wells 0, clomiphene wells 100; AID 651654, 2012; 0.2% of 360,000 active; lysis activity, % at 15 µM;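 active means mean lysis activity across replicates of at least 80%, whatever share of replicates individually reach that level; inactive means mean lysis activity below 80%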
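Assay system: C. neoformans cells. Amount: yeast cell density of 5 × 10^6 cells/mL. Technique: AK luminescence. Buffer or medium: YPD. Times: static 4 h at 37 °C with compound, 1 h detection. Dosing: single-point compound dose. Read-out: lysis from increased AK signal.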
INS-1E GSIS act – GLuc luminescence reporter in INS-1E cells, primary screen for activators of glucose-dependent secretion of insulin. INS-1E GLuc reporter insulin secretion, 2-3 h. activation, % at 16.6 µM. 0.61% of 370,000 active. AID 743287, 2014;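 active means lowest replicate activation of at least 40%, so every replicate reaches that level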;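 further: 0% = median of neutral control wells and 100% = median of IBMX positive control wells; some compounds called inactive have numbers as strong as hits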
LGR2 antag – inhibitors of bursicon-induced LGR2 CRE-luciferase signal, primary screen, cell-based, HEK293, CRE-luciferase reporter, bursicon stimulation | bursicon-stimulated, 4 h | inhibition, % at 9.99 µM | 0.35% of 380,000 active | AID 720647, 2013;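 active means drop in luminescence signal, shown as inhibition above about 50% in the replicate tests, limit read from the data, passing the limit was not always enough; inconclusive means probably only some replicates passing the limit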;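 further: agonist challenge used bursicon conditioned medium at about half maximal strength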
An asterisk follows results filed as active; ? = inconclusive; / = not tested or not shown.

SMILES | PglD DTNB | PAX8 reporter | PGC1a acetyl inh | ARNT-TACC3 inh | Statin myotox sup | Cneo AK release | INS-1E GSIS act | LGR2 antag
C=CCN1C(=O)/C(=C/c2ccc(OC(C)=O)c(OCC)c2[N+](=O)[O-])SC1=S | / | 100* | / | 4 | / | / | -13 | 20
CCCC(=O)OCC(=O)Nc1ccccc1C#N | 1 | 3 | -2 | -1 | 17 | 7 | 1 | 5
C[C@@H]1CN([C@H](C)CO)S(=O)(=O)c2ccc(-c3cccc(F)c3)cc2O[C@@H]1CN(C)S(C)(=O)=O | -2 | 40 | -1 | 21 | -40 | -2 | -9 | 6
Cn1c(=O)c2c(nc(SCc3ccc(F)cc3)n2C)n(C)c1=O | 0 | 20 | 13 | -11 | 1 | 8 | 10 | 13
Cc1c(Cl)cccc1N/C(=N/S(=O)(=O)c1cccs1)c1ccccc1 | / | 6 | / | -1 | / | / | -1 | -9
COc1ccc(/C(N)=N/OC(=O)c2ccco2)cc1OC | / | -98 | 0 | 3 | / | / | 20 | -120
CCn1cnc2c1c(=O)n(Cc1cccc([N+](=O)[O-])c1)c(=O)n2Cc1ccccc1 | 4 | 3 | / | 17 | 18 | 8 | 2 | 0
CCOC(=O)C1=C(COC(=O)Cc2ccc(OC)c(OC)c2)NC(=O)NC1C (stereo unspecified) | 0 | -9 | -6 | 4 | -1 | 0 | 16 | -27
C[C@@H]1CN([C@@H](C)CO)C(=O)c2cc(NC(=O)c3ccncc3)ccc2O[C@@H]1CN(C)Cc1ccc(Oc2ccccc2)cc1 | -2 | 16 | -12 | 9 | -38 | 0 | -7 | -3
Cc1cc(/C=N/NC(=O)C(O)(c2ccccc2)c2ccccc2)c(C)n1-c1ccccc1 | 5 | 25 | / | 5 | 3 | -1 | -22 | 11
O=C(Nc1cccc(F)c1)N1CC(=O)N2[C@H](CO)[C@@H](c3ccc(-c4cccc(F)c4)cc3)[C@H]2C1 | / | 36 | 4 | / | / | / | -28 | 17
Cc1cc(C)n(-c2nnc(C)n2NS(C)(=O)=O)n1 | -2 | -17 | -7 | 2 | / | -1 | 19 | /
COc1ccc(CNC(=O)CN(C(=O)CCC(=O)Nc2ccccn2)c2cccc(C)c2C)cc1 | 1 | 12 | 1 | -3 | -2 | 1 | -29 | 7
O=C(NCCCNC(=O)c1ccco1)c1ccc(F)cc1 | 1 | 0 | / | -7 | 7 | 1 | 7 | 1
Cc1nn(-c2ccccc2)c(C)c1NC(=O)COc1ccc2ccccc2c1 | 4 | / | -6 | -3 | 15 | -1 | 1 | 38
Cc1noc(C)c1S(=O)(=O)Nc1cccc2c1O[C@@H](CN(C)Cc1ccccc1)[C@@H](C)CN([C@@H](C)CO)C2=O | 1 | -5 | / | 2 | -2 | 2 | 0 | 2
CNC(=O)C1(C)Cc2c(-c3ccc4c(c3)OCO4)ccnc2O1 (stereo unspecified) | 0 | 0 | 3 | / | 4 | 1 | 17 | 5
Cc1ccc(C)c(NC(=O)CN2C(=O)NC(C)(c3ccc4c(c3)OCCO4)C2=O)c1 (stereo unspecified) | -3 | 2 | 8 | -43 | -4 | 0 | -21 | 16
Cc1nn(-c2ccccc2)c2sc(-c3n[nH]c(=S)o3)cc12 | 0 | 8 | 8 | 23 | 7 | 1 | / | /
O=C(NNc1nc2cc3c(cc2s1)OCO3)c1ccccc1 | -6 | -62 | -1 | 3 | 4 | 6 | / | -4
Cc1ccc(-c2cc3c(N=O)c4ccccc4c-3n[nH]2)cc1 | / | -79 | / | 2 | / | / | 9 | 95*
Cc1[nH]n(C(N)=S)c(=O)c1N=Nc1cccc([N+](=O)[O-])c1C | -10 | / | 7 | 20 | -20 | 0 | / | /
COc1cc(C(=O)N2CCN(c3cccc(C(F)(F)F)c3)CC2)ccc1OCC(=O)N1CCOCC1 | 0 | 5 | -2 | -1 | -14 | 5 | -30 | -1
C[C@H]1CN([C@@H](C)CO)C(=O)c2cc(NC(=O)CCN3CCOCC3)ccc2O[C@@H]1CN(C)S(=O)(=O)c1ccccc1 | -9 | 10 | 4 | -4 | -17 | -1 | 5 | 19
Cc1cc(C)n2c(SCC(=O)N(CC(C)C)c3c(N)n(CC(C)C)c(=O)[nH]c3=O)nnc2n1 | / | -4 | 5 | -6 | / | / | -1 | 1
Cc1ncoc1C(=O)N1CCCC(N2CCN(c3cccc(C(F)(F)F)c3)CC2)C1 (stereo unspecified) | 6 | 5 | / | 1 | -5 | 1 | -10 | 21
CO[C@@H]1CC[C@@H]2CCOc3c(C#N)cccc3C(=O)N(C)C[C@@H](OC)[C@H](C)C(=O)N(C)C[C@@H]1O2 | 0 | 10 | / | 2 | 18 | 6 | -9 | -1
COc1ccc(N=C2SC(C(N)=O)CC(=O)N2Cc2ccc3c(c2)OCO3)cc1 (stereo unspecified) | -4 | 13 | ? | / | 5 | -1 | -6 | -2
CC(C)C#Cc1ccc2c(c1)O[C@@H](CN(C)Cc1cccnc1)[C@H](C)CN([C@@H](C)CO)S2(=O)=O | 2 | -8 | -11 | 3 | -160 | 0 | -24 | 11
CN(C)C(=O)c1cc([N+](=O)[O-])ccc1O | / | 12 | 5 | -1 | / | / | 17 | 27

LGR2 antag, entries above that show a hit.
SMILES	PglD DTNB	PGC1a acetyl inh	ARNT-TACC3 inh	INS-1E GSIS act	LGR2 antag
Cc1ccc(-c2cc3c(N=O)c4ccccc4c-3n[nH]2)cc1	/	/	2	9	95*

Other records.
SMILES | PglD DTNB | PAX8 reporter | PGC1a acetyl inh | ARNT-TACC3 inh | Statin myotox sup | Cneo AK release | INS-1E GSIS act | LGR2 antag
CC(C)NC(=O)Nc1ccc2c(c1)C(=O)N([C@@H](C)CO)C[C@H](C)[C@@H](CN(C)Cc1ccccc1)OCCCC[C@@H](C)O2 | / | -4 | -6 | / | 51 | / | 12 | 15
C[C@@H]1CN([C@H](C)CO)S(=O)(=O)c2ccc(C3=CCCCC3)cc2O[C@H]1CN(C)Cc1ccncc1 | 0 | / | -9 | 3 | -57 | -2 | 0 | 2
Cc1c(C)c(C)c(S(=O)(=O)NCCC(=O)N2CCN(Cc3ccc(C#N)cc3)CC2)c(C)c1C | 5 | 22 | 4 | 0 | 2 | -2 | -29 | -13
CSc1ccc(NC(=O)CC(C)=O)cc1 | 5 | -8 | 5 | -1 | 0 | 1 | / | /
Cc1cc(NC(=O)CSc2c3c(nc4ccccc24)CCC3)no1 | 4 | 6 | / | 24 | -5 | 4 | / | 13
CNC(=O)c1ccccc1NC(=O)C1CC(=O)N(C(C)C)C1 (stereo unspecified) | 1 | -7 | / | -5 | 4 | -1 | -2 | 5
CCCC(=O)Nc1ccc(C(=O)COC(=O)c2cc(C)oc2C)cc1 | -3 | 0 | -11 | 2 | 6 | -2 | -12 | -4
COc1ccc(-c2ccc3c(c2)O[C@@H](CN(C)C(=O)c2ccccc2F)[C@H](C)CN([C@@H](C)CO)S3(=O)=O)cc1 | -4 | 7 | -3 | 3 | -22 | 4 | -12 | 5
O=S(=O)(c1ccc(F)cc1)N1CCCCN2[C@H](C1)[C@H](c1ccc(-c3ccccc3)cc1)[C@@H]2CO | 3 | 58 | 3 | 10 | / | 4 | -13 | 17
CN(CC(=O)Nc1ccccc1Cl)C(=O)Cn1cnc2ccccc2c1=O | -3 | -89 | 1 | 5 | -5 | 5 | -4 | 6
COC(=O)NNC(=O)C(c1ccccc1)c1ccccc1 | / | -7 | -17 | -12 | / | / | 24 | -18
COC(=O)CNC(=O)C1CCN(S(=O)(=O)c2cnc[nH]2)CC1 | -9 | 7 | 14 | -3 | -2 | 0 | 19 | 5
CC1(C)OC(=O)C(=NNc2ccccc2C(=O)O)C(=O)O1 | / | 4 | / | -13 | -6 | / | 7 | -3
O=C(Cn1nc(-c2cccc(Cl)c2)ccc1=O)Nc1cccnc1 | -4 | / | -7 | -2 | -15 | -2 | 2 | 10
CCOc1cc(C#N)c(NC(=O)Cn2nnc3ccccc32)cc1OCC | -2 | 10 | -16 | -7 | 2 | 1 | / | /
CCC(=O)Nc1ccc(C(=O)N/N=C/c2c(C)[nH]c3ccccc23)cc1 | 4 | 11 | -8 | -12 | -4 | -2 | -7 | -45
Cc1cccc(-c2ccc([C@H]3[C@H](CO)N4CCCCN(C(=O)c5ccncc5)C[C@@H]34)cc2)c1 | 0 | -31 | -2 | 2 | 26 | 5 | 4 | -17
Cc1noc(C)c1NC(=O)N[C@H]1CC[C@@H](CCNC(=O)C2CCCCC2)O[C@@H]1CO | 1 | 6 | 5 | 3 | -4 | 3 | 3 | -6
CC(NC(=O)CN(C1CCCCC1)S(C)(=O)=O)c1ccccc1 (stereo unspecified) | 1 | / | 3 | -1 | -8 | -2 | / | /
CN1CCN(CCNC(=O)c2ccc3nc(-c4ccc(F)cc4)c(-c4ccc(F)cc4)nc3c2)CC1 | 3 | -1 | / | 11 | 4 | -1 | 19 | -2
C[C@@H]1CN([C@@H](C)CO)C(=O)c2cc(C#Cc3ccccc3)cnc2O[C@H]1CN(C)C(=O)c1ccccn1 | 2 | -3 | 8 | -7 | 33 | 5 | -3 | 3

In the list so far, these contain fluorine.
SMILES | PglD DTNB | PAX8 reporter | PGC1a acetyl inh | ARNT-TACC3 inh | Statin myotox sup | Cneo AK release | INS-1E GSIS act | LGR2 antag
C[C@@H]1CN([C@H](C)CO)S(=O)(=O)c2ccc(-c3cccc(F)c3)cc2O[C@@H]1CN(C)S(C)(=O)=O | -2 | 40 | -1 | 21 | -40 | -2 | -9 | 6
Cn1c(=O)c2c(nc(SCc3ccc(F)cc3)n2C)n(C)c1=O | 0 | 20 | 13 | -11 | 1 | 8 | 10 | 13
O=C(Nc1cccc(F)c1)N1CC(=O)N2[C@H](CO)[C@@H](c3ccc(-c4cccc(F)c4)cc3)[C@H]2C1 | / | 36 | 4 | / | / | / | -28 | 17
O=C(NCCCNC(=O)c1ccco1)c1ccc(F)cc1 | 1 | 0 | / | -7 | 7 | 1 | 7 | 1
COc1cc(C(=O)N2CCN(c3cccc(C(F)(F)F)c3)CC2)ccc1OCC(=O)N1CCOCC1 | 0 | 5 | -2 | -1 | -14 | 5 | -30 | -1
Cc1ncoc1C(=O)N1CCCC(N2CCN(c3cccc(C(F)(F)F)c3)CC2)C1 (stereo unspecified) | 6 | 5 | / | 1 | -5 | 1 | -10 | 21
COc1ccc(-c2ccc3c(c2)O[C@@H](CN(C)C(=O)c2ccccc2F)[C@H](C)CN([C@@H](C)CO)S3(=O)=O)cc1 | -4 | 7 | -3 | 3 | -22 | 4 | -12 | 5
O=S(=O)(c1ccc(F)cc1)N1CCCCN2[C@H](C1)[C@H](c1ccc(-c3ccccc3)cc1)[C@@H]2CO | 3 | 58 | 3 | 10 | / | 4 | -13 | 17
CN1CCN(CCNC(=O)c2ccc3nc(-c4ccc(F)cc4)c(-c4ccc(F)cc4)nc3c2)CC1 | 3 | -1 | / | 11 | 4 | -1 | 19 | -2

Not a hit list. Share with any hit: about 2.9%.
